WRN helicase inh: qHTS for Inhibitors of WRN Helicase; Bifunctional 3'-5' exonuclease/ATP-dependent helicase WRN (Homo sapiens), Q14191; WRN helicase unwinding, fluorescent forked duplex, kinetic; Potency, µM (doses to about 114 µM), inactives show top-dose activity change, negative = inhibition, most hits filed as inhibitors; hit rate 0.46% among 360,000; AID 651768, 2012; also: potency is read from the fitted curve at half-maximal effect; % is scaled to controls: 0 for no effect and ±100 for the full control effect; nearly all actives have a fitted effect of over 55% in size
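WRN at 20 nM final was preincubated with compound for 15 min at room temperature; reaction started with 100 nM forked duplex oligonucleotide carrying fluorophore and quencher plus 2 mM ATP (final). Unwinding followed kinetically by red fluorescence (ex 525/em 598 nm).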
D3 ag: qHTS of D3 Dopamine Receptor Agonist: qHTS | max activation, % | D3R DiscoveRx beta-arrestin cells, luminescence, 90 min | D(3) dopamine receptor (Homo sapiens), P35462 | hit rate 0.58% among 410,000; in the data active = max activation above about 30%; also: 0% is about no effect; mostly tested at two doses, the higher about 12 µM
Target sequence (P35462 whole entry, looked up): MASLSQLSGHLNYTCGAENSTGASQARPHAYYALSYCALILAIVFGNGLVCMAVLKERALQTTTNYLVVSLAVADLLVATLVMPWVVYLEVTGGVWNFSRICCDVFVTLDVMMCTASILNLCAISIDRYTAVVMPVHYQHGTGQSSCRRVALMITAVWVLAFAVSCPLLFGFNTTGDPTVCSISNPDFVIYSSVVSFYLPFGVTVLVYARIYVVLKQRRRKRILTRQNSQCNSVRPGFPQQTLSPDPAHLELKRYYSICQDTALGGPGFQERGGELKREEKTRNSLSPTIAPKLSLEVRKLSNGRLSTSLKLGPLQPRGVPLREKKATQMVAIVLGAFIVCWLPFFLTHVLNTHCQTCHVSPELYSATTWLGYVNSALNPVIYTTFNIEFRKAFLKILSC
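Cells at 1500/well, incubated overnight, then treated with pinned compounds (dopamine as control) for 90 min at 37 degrees C. DiscoveRx reagent added for 30 - 60 minutes at room temperature; luminescence read.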
GLP1R inv ag: qHTS of GLP-1 Receptor Inverse Agonists (Inhibition Mode) | Glucagon-like peptide 1 receptor (Homo sapiens), P43220 | HEK293 GLP-1R CRE-luciferase, luminescence, 24 h; GLP-1R form is constitutively active | Potency, µM (highest dose often 38.3 µM), inactives show at the top dose activity change, negative = inhibition, most hits filed as inhibitors | hit rate 1.6% among 410,000; also: potency is read from the fitted curve at half-maximal effect; % is scaled to controls: 0 for no effect and ±100 for the full control effect; nearly all actives have a fitted effect of over 55% in size
Target sequence (P43220 whole entry, looked up): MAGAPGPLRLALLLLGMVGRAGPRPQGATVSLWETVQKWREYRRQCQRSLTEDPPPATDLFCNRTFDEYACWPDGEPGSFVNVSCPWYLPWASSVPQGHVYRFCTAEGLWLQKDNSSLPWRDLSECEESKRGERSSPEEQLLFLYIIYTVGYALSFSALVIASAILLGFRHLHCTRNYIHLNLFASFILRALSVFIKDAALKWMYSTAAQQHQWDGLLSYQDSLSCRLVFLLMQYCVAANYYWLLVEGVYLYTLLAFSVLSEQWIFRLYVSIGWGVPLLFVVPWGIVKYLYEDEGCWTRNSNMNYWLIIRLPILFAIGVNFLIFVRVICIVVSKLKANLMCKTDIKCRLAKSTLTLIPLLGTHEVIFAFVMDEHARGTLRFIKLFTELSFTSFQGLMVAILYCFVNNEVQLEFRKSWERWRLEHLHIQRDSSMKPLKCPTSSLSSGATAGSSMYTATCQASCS
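HEK293 cells stably co-expressing a cAMP-responsive luciferase reporter and constitutively active GLP-1R were seeded, incubated 12 h, then exposed to compounds for 24 h at 37 C. Luminescence was read 12 min after detection reagent; inverse agonists lower signal.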
PI5P4Ka inh: qHTS for Inhibitors of phosphatidylinositol 5-phosphate 4-kinase (PI5P4K) | Phosphatidylinositol 5-phosphate 4-kinase type-2 alpha (Homo sapiens), P48426 | PI5P4Kalpha enzyme, ADP-Glo luminescence, 60 min; active compounds read low | max response, % | hit rate 1.2% among 330,000; active = max response of -50% or lower; inconclusive = between -30% and -50%; inactive = -30% or higher; also: value at the top dose of about 77 µM; % is scaled to controls: 0 for no effect and ±100 for the full control effect
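Controls without substrate or without enzyme flank wells where PI5P4Kalpha converts substrate using 5 microM ATP (final). Incubation lasts 60 minutes at room temperature; ADP formed is read by ADP-Glo luminescence.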
GLP1R ag: qHTS of GLP-1 Receptor Agonists; Glucagon-like peptide 1 receptor (Homo sapiens), P43220; AID 624172, 2012; HEK293 GLP-1R CRE-luciferase, luminescence, 4-6 h; cells express a hypersensitive GLP-1R form; hit rate 0.007% among 380,000; Potency, µM (doses to about 45.6 µM), without a hit: at the highest dose activation, actives largely listed as activators; also: potency is read from the fitted curve at half-maximal effect; % of control where 0% means no effect
D3 antag: qHTS of D3 Dopamine Receptor Antagonist: qHTS; D3R cells, DiscoveRx beta-arrestin luminescence, antagonist mode; active compounds read low; hit rate 2.5% among 360,000; D(3) dopamine receptor (Homo sapiens), P35462; max response, negative = inhibition, %; AID 652054, 2013; in the data active = max response below about -50%; inconclusive = no clear call, values can overlap the other calls; also: % is scaled to controls: 0 for no effect and ±100 for the full control effect; mostly tested at two doses, the higher about 12 µM
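Cells expressing the human receptor were seeded at 1500 cells/well, incubated overnight at 37 degrees C in 5% CO2, then exposed to library compounds with dopamine controls for 90 minutes at 37 degrees C before luminescent detection.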
PLK1 PBD block: qHTS for Inhibitors of PLK1-PDB (polo-like kinase 1 - polo-box domain): Primary Screen; Serine/threonine-protein kinase PLK1 (Homo sapiens), P53350; Plk1 PBD binding of FITC phosphopeptide, fluorescence polarization; Potency, µM, for the others: max response, negative = inhibition, most hits filed as inhibitors; hit rate 2.8% among 360,000; AID 720504, 2013; also: potency is read from the fitted curve at half-maximal effect; series mostly up to about 57 µM; % is scaled to controls: 0 for no effect and ±100 for the full control effect; nearly all actives have a fitted effect of over 65% in size
HEK293 tox: qHTS of GLP-1 Receptor Inverse Agonists: Cytotox Screen; HEK293 cAMP-luciferase reporter cells, luminescence, 24 h; Potency, µM (top dose mostly 38.3 µM), for the others: at the highest dose activity change, negative = inhibition, usual class: inhibitors; hit rate 0.13% among 410,000;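 also: loss of luciferase light is scored as toxicity; potency is read from the fitted curve at half-maximal effect; % is scaled to controls: 0 for no effect and ±100 for the full control effect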
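Seeding density was 200 cells/uL; after overnight-length (12 h) culture, 23 nL compounds went on for 24 h at 37 °C. Readout used a luciferase detection reagent, luminescence taken after 12 min at room temperature.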
IL-2 act: qHTS of IL-2 Activators; IL-2 activation reporter assay, cell-based qHTS; stimulated with anti-CD3/CD4/CD28 beads; in transgenic mouse T cells; activation, % (series mostly up to about 46 µM); hit rate 0.065% among 360,000; AID 652025, 2013; in the data active = activation above about 50%; inconclusive = mostly about 30% to 49%; also: 0% is about no effect
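Using fluorescent plate cytometry, EGFP and DsRed are detected in transgenic mouse T cells stimulated 18 h at 37 degrees C with antibody-coated beads after 60 min compound pretreatment.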
Active calls of the source: *; u = inconclusive; x = not tested or not shown; [ ] = dose if it differs, or a comment. Unless noted, calls follow the shape of the dose curve; as a rule, active = well fitted curve in the direction sought with a large enough effect; inconclusive = small, poorly fitted or top-dose-only effect, or another doubt; inactive = no such curve, though single readings can be large; an effect the other way counts as inactive or inconclusive. Outcome played no part in choosing rows. Share with any hit: about 7.8%.

Results follow in this order: WRN helicase inh, D3 ag, GLP1R inv ag, PI5P4Ka inh, GLP1R ag, D3 antag, PLK1 PBD block, HEK293 tox, IL-2 act
- COCCN=C1OC(=O)N2C(=O)C3=C4[C@@H](C[C@H]5C(=O)N(c6ccccc6)C(=O)[C@H]5[C@H]4[C@@]12Cc1ccccc1)[C@H]1C(=O)N(c2ccccc2)C(=O)[C@H]1[C@H]3C
 : 1%, 12, 26%, 0, -3%, -20, 2%, 9%, 0.4
- CCOC(=O)/C=C/C(=O)Nc1ccc(S(=O)(=O)N2CCc3ccccc32)cc1
 : 4%, -6, -10%, -15, -4%, -24, -16%, -4%, 0.1
- COc1nc(OC)nc(N2CCC(C(=O)NC3CCCCCC3)CC2)n1
 : -3%, 14, 4%, x, -9%, 18, -4%, -12%, -1.7
- O=C(Nc1ccc(OCc2cc(=O)n3c4c(sc3n2)CCCC4)cc1)c1ccccc1
 : x, -2, 8%, x, -1%, x, x, -7%, x
- O=C(COC(=O)c1ccncc1)Nc1cccc(Cl)c1
 : 4%, -1, 11%, -28, -20%, -14, 21µM*, 13%, -2.9
- COc1ccc(Br)cc1CN(C)C(=O)c1cc(Cl)c2c(c1)OCCO2
 : -7%, -8, u, -1, u, -7, -5%, 0%, -3.3
- N#CCCC(CCC#N)C1=NCCc2ccccc21
 : -1%, -3, -12%, 0, -2%, 7, 0%, -10%, -1.9
- Cc1ccc(Cn2c(N)c(S(=O)(=O)c3cccs3)c3nc4ccccc4nc32)cc1
 : -7%, 2, 15%, -3, -8%, -10, -6%, 11%, -0.5
- COC(=O)C1CCCCN1C(=O)c1ccc2oc(C(C)C)nc2c1 (stereo unspecified)
 : 7%, 2, -9%, 3, 4%, 1, -14%, 4%, -4.3
- CCc1nnc(NC(=O)C2CCN(c3nc(C)cc(C)n3)CC2)s1
 : -1%, 0, 0%, x, 2%, -3, -6%, -27%, -0.1
- CCCCS(=O)(=O)N1CCCC(C(=O)Oc2ccc(Cl)cc2)C1 (stereo unspecified)
 : -20%, -6, -6%, 3, 4%, 0, -8%, -7%, 1.0
- O=C(CNC(=O)c1ccc(Cl)cc1Cl)NCc1ccccn1
 : 6%, 4, 14%, -7, -18%, 4, 8%, 0%, -2.9
- Cc1nc2c(C)cccc2c2c1COC2
 : -19%, 8, 10%, 0, -1%, 1, -3%, 3%, 1.1
- Cc1ccccc1C(=O)NCC(=O)c1ccccc1
 : -3%, -9, -25%, 0, -1%, u, -5%, 5%, 0.3
- CC1CCCC(NC(=O)c2ccc3c(c2)OCCO3)C1C (stereo unspecified)
 : -6%, 0, u, -8, 2%, -17, -4%, -2%, -0.9
- COc1cc2[nH]c(C(=O)N3CCc4ccccc4C3)cc2c(OC)c1OC
 : -6%, -11, -13%, 0, 9%, 1, -7%, 4%, -1.6
- CC(C)(C)N1C(=O)[C@H]2[C@@H](c3ccc(Br)cc3)N3C(=O)N(c4cccc(Cl)c4)C(=O)[C@@]3(Cc3ccccc3)[C@H]2C1=O
 : 11%, -14, u, 3, -1%, 0, 3%, -6%, 0.9
- CCN(Cc1ccccc1)C(=O)CSc1nc(C)cc2c1C(=O)OC2
 : 2%[57.1 µM], 5, 4%, -3, -1%, -21, -19%, -8%, -3.8
- O=C(NCc1ccccc1)C(=O)Nc1nccs1
 : 1%, 0, -23%, 7, 0%, -13, -12%, -26%, 3.8
- CCC(=O)N(Cc1cc(=O)[nH]c2ccccc12)c1ccccc1OC
 : 5%, -3, 21%, -1, 16%, 15, u, 2%, -0.4

Compound profiles, as listed above. Screens in order: WRN helicase inh, D3 ag, GLP1R inv ag, PI5P4Ka inh, GLP1R ag, D3 antag, PLK1 PBD block, HEK293 tox, IL-2 act
`COc1nc(OC)nc(N2CCC(C(=O)NC3CCCCCC3)CC2)n1` in the list: -3%, 14, 4%, x, -9%, 18, -4%, -12%, -1.7
`CCOC(=O)/C=C/C(=O)Nc1ccc(S(=O)(=O)N2CCc3ccccc32)cc1` in the list: 4%, -6, -10%, -15, -4%, -24, -16%, -4%, 0.1
`O=C(Nc1ccc(OCc2cc(=O)n3c4c(sc3n2)CCCC4)cc1)c1ccccc1` in the list: x, -2, 8%, x, -1%, x, x, -7%, x

2 compounds drawn at random from those above, as already listed:
Results follow in this order: WRN helicase inh, D3 ag, GLP1R inv ag, PI5P4Ka inh, GLP1R ag, D3 antag, PLK1 PBD block, HEK293 tox, IL-2 act
- O=C(NCc1ccccc1)C(=O)Nc1nccs1
 : 1%, 0, -23%, 7, 0%, -13, -12%, -26%, 3.8
- Cc1ccc(Cn2c(N)c(S(=O)(=O)c3cccs3)c3nc4ccccc4nc32)cc1
 : -7%, 2, 15%, -3, -8%, -10, -6%, 11%, -0.5

Remaining list, next part:
Results follow in this order: WRN helicase inh, D3 ag, GLP1R inv ag, PI5P4Ka inh, GLP1R ag, D3 antag, PLK1 PBD block, HEK293 tox, IL-2 act
- CC(C)(C)Cc1nnc(NC(=O)CCC2CCCCC2)s1
 : 2%, 6, 0%, -5, 1%, 13, u, 8%, -1.4
- CCC(CC)C(=O)N1CCCC(c2nc(-c3cccs3)no2)C1 (stereo unspecified)
 : 4%, 4, -28%, 0, 2%, -1, u, -15%, -0.1
- CS(=O)(=O)N1CCN(C(=O)NC23CC4CC(CC(C4)C2)C3)CC1
 : 0%, -9, 2%, x, -5%, 14, 1%, -12%, -1.3
- Cc1cccc(N2CCN(CC3CCCCC3)CC2)c1C
 : 0%, -24, -20%, -4, 0%, -97*, -8%, 4%, -0.5
- CN(C)c1cccc(C(=O)Nc2ccc(S(=O)(=O)Nc3nccs3)cc2)c1
 : -5%, 22, 12%, 2, -2%, u, -19%, -6%, 0.1
- Fc1ccc(CNC2CCN(Cc3ccccc3)CC2)cc1
 : -11%, -11, u, -2, 0%, -15, -13%, 5%, -0.1
- CC1CC(C)CN(c2cc(=O)n(Cc3ccc(F)cc3)c(=O)[nH]2)C1 (stereo unspecified)
 : 1%, 1, u, -11, 5%, 11, -14%, 1%, -1.6
- CC(=O)Nc1ccc(-c2ccnc3c2CC(C(=O)NCCC(F)(F)F)O3)cc1 (stereo unspecified)
 : 6%[57.1 µM], -1, -9%, -1, -4%, 17, 2%, -17%, 0.2
- Cc1cccc(Cc2c(C)nc3nc(SCC(=O)NC4CCCCC4)nn3c2C)c1
 : x, -6, 11%, x, 0%, x, x, -1%, x
- CCS(=O)(=O)N1CCCC(C(=O)NCCCN(C)Cc2ccccc2)C1 (stereo unspecified)
 : 4%, 4, -20%, -2, -4%, 0, 0%, -8%, -0.4
- CCOC(=O)c1ccc(NC(=O)Nc2ccn(C)n2)cc1
 : -12%, 1, -5%, x, 24%, 52, u, 4%, 0.7
- CCOc1ccccc1NC(=O)CC1C(=O)NCCN1C(=O)c1ccc(F)cc1 (stereo unspecified)
 : x, 1, 7%, x, 0%, x, x, -5%, x
- O=C(Nc1ccccc1F)Nc1ccccc1F
 : 2%, 12, -21%, 0, 6%, 7, 1%, 7%, 0.6
- CCSc1ccc([C@@H]2[C@@H]3C(=O)N(CC)C(=O)[C@@H]3[C@]3(C(=O)OC)CCCCN23)cc1OC
 : -5%, -2, u, -15, -1%, -11, -7%, -14%, -0.6
- FC(F)(F)c1cccc(CNC(=S)Nc2ccccc2)c1
 : -32%[57.1 µM], -7, u, 4, 9%, -7, -24%, u, -4.4
- COc1ccccc1N1CCN(S(=O)(=O)CCNC(=O)c2cc(OC)c(OC)c(OC)c2)CC1
 : 1%, 2, u, 2, 9%, 13, 4%, u, 0.8
- COCCCNc1nc2nonc2nc1N1CCN(C2CCCC2)CC1
 : -1%[57.1 µM], 9, 5%, 5, 0%, -6, 3%, -3%, 2.0
- CN(C)c1ccc(C(=O)OCC(=O)NC2CCCCC2)cc1
 : 10%, 2, 0%, 8, 11%, u, -29%, 8%, -0.4
- CN(C)S(=O)(=O)c1cccc(NC(=O)COc2nc3ccccc3nc2N2CCOCC2)c1
 : -18%, -17, 0%, -9, 4%, -3, -14%, 13%, -3.7
- COc1ccc(NS(=O)(=O)c2cc(C(=O)NNC(=O)c3ccncc3)ccc2OC)c(OC)c1
 : 1%, -4, -10%, -1, 2%, -10, -8%, 8%, -0.3
- CC1CCCN(C(=O)Cn2nnc(-c3cccnc3)n2)C1 (stereo unspecified)
 : -4%, 4, 0%, x, 1%, -8, -2%, 6%, 1.3
- Cc1cc(NC(=O)CSc2nnnn2-c2ccccc2F)no1
 : -3%, 5, 18%, 2, 8%, 9, -3%, 8%, -1.1
- O=C(Nc1ccccc1F)c1coc(=O)c(Br)c1
 : u, -2, 182%[activator], -23, -2%, -22, -13%, -4%, -0.5
- Cc1ccc(-n2c(COc3cccc(C)c3)n[nH]c2=S)cc1
 : -6%, -4, 3%, 2, -4%, -3, -5%, u, 1.9
- c1cncc(-c2nnc(C3CCCCC3)o2)c1
 : 2%, -2, 8%, x, 8%, -11, -4%, 5%, -0.4
- COc1ncnc2c1ncn2CCCNCc1ccco1
 : 6%, 4, 15%, -2, 2%, -3, -3%, -10%, -2.7
- COc1ccc(C(=O)OC(C)CN2CCOCC2)cc1OC (stereo unspecified)
 : 9%, -1, 6%, 2, 7%, -25, -5%, 15%, 1.3
- O=C1CC(C(=O)Nc2ccccc2)C2(CCCCC2)O1 (stereo unspecified)
 : 6%, -4, -3%, 4, -6%, 10, -16%, -8%, 0.4
- CCOC(=O)c1ccc(S(=O)(=O)N2CCN(Cc3cc4c(cc3O)OCO4)CC2)cc1
 : 0%, 2, 10%, 4, -26%, -10, -16%, 61%[activator], -0.3
- NC(=S)N/N=C/c1coc2c(ccc3ccccc32)c1=O
 : -10%[11.6 µM], 0, 28%, -15, -16%, -19, 2%, 5%, 1.2
